SW480 rereplic = inducers of DNA re-replication in SW480 colon cancer cells | SW480 DNA re-replication, Hoechst DNA content imaging, 48 h | hit rate 1.8% among 340,000 | Potency, µM (top dose mostly 46.1 µM), for inactives: at the top dose re-replication activation, hits mostly activators; further: potency means the concentration at half of the fitted maximal effect; % of control where 0% means no effect; nearly all actives have a fitted effect of over 55% in size
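First, 250 cells per well were seeded. Next, compound or vehicle (23 nL) was pinned in, plates sat 48 hr at 37 C. Finally Hoechst was added for 40 min before fluorescence scanning.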
DRD3 antagonist = D3 dopamine receptor (human) antagonism; D3R cells, DiscoveRx beta-arrestin luminescence, antagonist mode; active compounds read low; AID 652054; max response, negative = inhibition, %; hit rate 2.5% among 360,000; P35462; in the data active means max response below about -50%; inconclusive means no clear call, values can overlap the other calls; further: on the % scale 0 is the no-effect control and ±100 the full control effect; mostly tested at two doses, the higher about 12 µM
Target sequence (P35462 whole entry, looked up): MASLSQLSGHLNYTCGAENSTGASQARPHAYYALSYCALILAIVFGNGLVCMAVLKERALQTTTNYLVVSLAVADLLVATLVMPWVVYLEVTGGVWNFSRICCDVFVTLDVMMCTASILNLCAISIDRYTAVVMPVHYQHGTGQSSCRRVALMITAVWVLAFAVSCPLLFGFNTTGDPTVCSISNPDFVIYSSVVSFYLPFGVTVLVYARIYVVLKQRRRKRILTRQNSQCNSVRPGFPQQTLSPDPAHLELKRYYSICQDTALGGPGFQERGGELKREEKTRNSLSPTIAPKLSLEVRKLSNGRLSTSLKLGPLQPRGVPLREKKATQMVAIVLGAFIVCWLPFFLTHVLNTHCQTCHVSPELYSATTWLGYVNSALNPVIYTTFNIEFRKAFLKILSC
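Cells expressing the human receptor were seeded at 1500 cells/well, incubated overnight at 37 degrees C in 5% CO2, then exposed to library compounds with dopamine controls for 90 minutes at 37 degrees C before luminescent detection.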
DRD3 agonist = D3 dopamine receptor (human) agonism; P35462; D3R DiscoveRx beta-arrestin cells, luminescence, 90 min; max activation, %; hit rate 0.58% among 410,000; AID 652048; in the data active means max activation above about 30%; further: 0% is about no effect; mostly tested at two doses, the higher about 12 µM
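Agonist-mode cell screen: cells plated at 1500/well and incubated overnight at 37 °C, then exposed to library compounds for 90 min at 37 °C. Detection reagent was added for 30–60 min at room temperature, and luminescence was read.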
GLP-1R agonist = activates the human GLP-1 receptor. P43220. HEK293 GLP-1R CRE-luciferase, luminescence, 4-6 h; cells express a hypersensitive GLP-1R form. Potency, µM (top dose mostly 45.6 µM), for inactives: at the highest dose activation, actives largely listed as activators. hit rate 0.007% among 380,000. AID 624172; further: potency means the concentration at half of the fitted maximal effect; % of control where 0% means no effect
Target sequence (P43220 whole entry, looked up): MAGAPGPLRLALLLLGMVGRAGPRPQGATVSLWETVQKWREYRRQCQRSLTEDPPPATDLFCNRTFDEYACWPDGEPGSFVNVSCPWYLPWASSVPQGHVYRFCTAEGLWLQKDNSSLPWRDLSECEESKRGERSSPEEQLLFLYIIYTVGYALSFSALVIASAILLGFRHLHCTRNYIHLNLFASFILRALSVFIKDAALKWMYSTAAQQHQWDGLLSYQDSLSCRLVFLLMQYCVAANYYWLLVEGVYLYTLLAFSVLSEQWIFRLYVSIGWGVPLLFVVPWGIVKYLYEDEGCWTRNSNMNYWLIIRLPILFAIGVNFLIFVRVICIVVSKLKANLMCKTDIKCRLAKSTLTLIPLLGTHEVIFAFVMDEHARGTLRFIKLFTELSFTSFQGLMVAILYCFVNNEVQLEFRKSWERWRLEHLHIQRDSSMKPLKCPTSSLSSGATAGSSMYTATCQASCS
HT1080-NT tox = kills 2HG-producing HT-1080-NT fibrosarcoma cells. Potency, µM (series often up to 46.1 µM), inactives show top-dose activity, negative = less viability, hits mostly cytotoxic. HT-1080-NT fibrosarcoma viability, CellTiter-Glo ATP luminescence, 48 h. hit rate 1.6% among 360,000;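 further: NT is the 2HG producing partner of a matched IDH1 knockdown line; potency means the concentration at half of the fitted maximal effect; 0% = DMSO-treated cells and -100% = media-only wells without cells; nearly all actives have a fitted effect of over 55% in size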
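Viability of the 2HG-overproducing fibrosarcoma line after 48 hours of compound exposure at 37 degrees C was determined by luminescence with CellTiter-Glo, and concentration-effect curves were then fitted and categorized.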
IL1B secr inh = blocks inflammasome-driven IL-1 beta release | hit rate 4.7% among 360,000 | AID 743279 | THP-1 LPS/ATP IL-1B secretion, AlphaLISA, 16 h; active compounds read low | activity change, % at 57.5 µM; in the data active means activity change below about -50%; inconclusive means mostly about -30% to -49%; further: on the % scale 0 is the no-effect control and ±100 the full control effect
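THP-1 cells pretreated 1 hr with compounds (up to 57.5 uM final), then stimulated with LPS (250 ng/mL final) plus ATP (1.25 mM final); secreted IL-1B measured by AlphaLISA after 16 hr, decreased signal indicating inhibition.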
KB-V1 MDR tox = kills drug-selected multidrug resistant KB-V1 cells; KB-V1 MDR cells viability, CellTiter-Glo, 72 h; Potency, µM (doses to about 46.1 µM), without a hit: at the top dose activity change, negative = cytotoxicity, usual class: cytotoxic; hit rate 3.4% among 400,000; AID 1347076; further: potency means the concentration at half of the fitted maximal effect; on the % scale 0 is the no-effect control and ±100 the full control effect; nearly all actives have a fitted effect of over 60% in size
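Following 72 h at 37 degrees C with compound, KB-V1 cell viability was read by CellTiter-Glo luminescence, medium being phenol-red-free DMEM plus 10% FBS; concentration-response parameters came from normalized, curve-fitted qHTS data.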
HT1080 IDH1KD tx = HT-1080 IDH1 knockdown cell toxicity (counter line); AID 686971; HT-1080 IDH1 knockdown viability, ATP luminescence, 48 h; hit rate 2% among 360,000; Potency, µM (doses to about 46.1 µM), for the others: at the highest dose activity, negative = toxicity, hits mostly cytotoxic;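 further: potency means the concentration at half of the fitted maximal effect; 0% = DMSO wells and -100% = cell-free medium wells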
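Assay cells: HT-1080 with IDH1 knockdown, 750 per well, RPMI/5% FBS. Exposure: 48 h at 37 °C following 2 h pre-incubation. Read: CellTiter-Glo luminescence; fitted concentration-response, curve class assigned.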
KB-3-1 tox = kills parental KB-3-1 adenocarcinoma cells; KB-3-1 viability, CellTiter-Glo ATP luminescence, 72 h; Potency, µM (top dose mostly 46.1 µM), for inactives: at the highest dose activity change, negative = cytotoxic, usual class: cytotoxic; hit rate 1.4% among 400,000; further: potency means the concentration at half of the fitted maximal effect; on the % scale 0 is the no-effect control and ±100 the full control effect; nearly all actives have a fitted effect of over 60% in size
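Luminescent ATP read-out (CellTiter-Glo) measures survival of drug-naive KB-3-1 cells after 72 h compound exposure at 37 °C. Titration series was screened from lowest to highest concentration, with DMSO vehicle plates as background controls.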
An asterisk follows results filed as active; ? = inconclusive; / = not tested or not shown; [ ] = another dose, or the depositor's remark. Unless noted, the call rests on the fitted dose curve; in most records, active means well fitted curve in the direction sought with a large enough effect; inconclusive means small, poorly fitted or top-dose-only effect, or another doubt; inactive means no such curve, though single readings can be large; an effect the other way counts as inactive or inconclusive. The order is random; overall some 12% were active at least once.

compound	KB-3-1 tox	GLP-1R agonist	IL1B secr inh	HT1080-NT tox	HT1080 IDH1KD tx	DRD3 antagonist	SW480 rereplic	KB-V1 MDR tox	DRD3 agonist
COc1ccc(S(=O)(=O)N2CCOC2CNC(=O)C(=O)NCC(C)C)cc1 (stereo not drawn)	3%	-5%	12	-2%	6%	6	-3%	14%	4
COc1ccc(Cl)cc1C(=O)NNC(=O)C1CCCO1 (stereo not drawn)	2%	2%	13	3%	1%	0	-3%	0%	0
Cc1ccc(NC(=O)CN2C(=O)S/C(=C\c3cccn3C)C2=O)cc1	-5%	-1%	-4	1%	-1%	8	-6%	-6%	1
Cc1[nH]n(-c2ccccc2)c(=O)c1N=O	-12%	6%	6	-30%	?	-6	-37%[inhibitor]	3%	8
COc1ccc(NC(=O)c2c(NC(=O)CNCc3ccco3)sc3c2CCC3)cc1	11%	1%	0	2%	4%	3	?	-11%	5
CC1(C(=O)NS(=O)(=O)c2cccc(Cl)c2)CCN1C(=O)Cc1ccc(Cl)cc1Cl (stereo not drawn)	-1%	-4%	-19	-2%	-2%	-83*	/	-5%	-26
Cc1cccc(CN2CCN(C3CN(CCc4ccccc4)S(=O)(=O)C3)CC2)c1 (stereo not drawn)	?	2%	0	5%	-3%	-10	/	?	-14
COc1ccccc1N1CCN(CCCNC(=O)Nc2ccccc2)CC1	-3%	5%	-4	-11%	-3%	-29	0%	-11%	22
CN(Cc1ccccn1)Cc1nc(-c2ccc(Cl)cc2)no1	-6%	-2%	39	-1%	-3%	5	-4%	1%	-3
COc1ccc(CN(C)C(=O)c2ccc(NC(=O)CC3SC(N4CCCCC4)=NC3=O)cc2)c(OC)c1 (stereo not drawn)	14%	17%	-30	-1%	-1%	-9	-9%	?	5
CCOc1ccc(S(=O)(=O)n2nnc3ccccc32)cc1C	4%	-5%	19	10%	22%	28	-6%	-3%	6
Cc1ccc2nc(NC(=O)CCNS(=O)(=O)c3cccs3)sc2c1	-2%	-4%	?	-27%	-27%	46	-2%	?	1
CN1CCN(/N=C/c2c3ccccc3c(Cl)c3ccccc23)CC1	-21%	12%	-74*	23µM*	21µM*	11	?	?	-3
O=C(CCC1COc2ccccc2O1)Nc1cccnc1 (stereo not drawn)	5%	3%	12	3%	5%	25	-15%	1%	33*
CC(C)C1CC(CCN2CCCCC2)(c2ccccc2)CCO1 (stereo not drawn)	0%	4%	-1	-13%	-8%	0	15%	-18%	-9
COCc1nnc(SCC(=O)Nc2cccc(Cl)c2C)n1-c1ccccc1	-3%	29%	-20	13%	12%	0	4%	-22%	-4
COCCCn1c(SCC(=O)n2c(C)c(C)c3ccccc32)nnc1-c1ccoc1C	-18%	-9%	43	-6%	-2%	0	-4%	9%	-3
COc1ccc(S(=O)(=O)N2CCC(C(=O)NC3CCCCC3C)CC2)cc1 (stereo not drawn)	12%	0%	-7	-1%	7%	2	0%	?	4
COc1ccc(S(=O)(=O)N(C)C)cc1NC(=O)c1ccc(OCC(=O)N2CCOCC2)c(OC)c1	8%	?	-7	1%	2%	9	5%	12%	3
CCOC(=O)C1CCN(CCC(=O)Nc2ccc(C)c(C)c2)CC1	11%	10%	0	11%	0%	5	9%	?	-14
CC(=O)c1ccc2c3c(cccc13)CC2	10%	0%	4	13%	6%	-18	-12%	17%	1
CC(=O)c1c(C)[nH]c(C(=O)CN2CCN(S(=O)(=O)c3ccccc3F)CC2)c1C	-16%	4%	4	?	-1%	17	-1%	?	0
O=C(COC(=O)c1n[nH]c2ccccc12)NC(=O)NC1CCCCC1	3%	1%	63	-5%	-2%	47	3%	0%	3
C[C@@H]1CN([C@@H](C)CO)C(=O)CCCn2nncc2CO[C@H]1CN(C)C(=O)Nc1cccc2ccccc12	22%	10%	21	15%	12%	1	/	13%	0
CCOc1ccc(N2C(=O)c3cccnc3C2=O)cc1	-4%	4%	-2	9%	-3%	-28	-5%	17%	-26
Cc1ccc2c(c1)c(CC(=O)Nc1ccc(F)cc1)c(C(=O)O)n2C	-10%	4%	0	?	-8%	18	?	-8%	-15
CCC12CN(S(=O)(=O)c3ccc(C)cc3)CC(CC)(CN(S(=O)(=O)c3ccc(C)cc3)C1)C2=O	-18%	-11%	32	1%	1%	-16	0%	-3%	-4
CC(=O)c1ccccc1OCC(O)Cn1c(CO)nc2ccccc21 (stereo not drawn)	22%	-2%	/	/	/	/	/	-14%	8
COc1cccc(C2CC(=O)Nc3c2ccc(C)c3C)c1OC (stereo not drawn)	-11%	1%	/	/	/	/	/	-1%	7
Cc1ccc(C(=O)CSc2nnc(-c3ccco3)n2C)cc1	3%	7%	-14	4%	-1%	-8	1%	-3%	-10
COc1ccc(C(=O)OCC(=O)c2ccc(Br)s2)c(OC)c1	28%	1%	1	0%	-2%	-17	0%	?	-6
NNC(=O)c1cccnc1Oc1ccccc1	7%	16%	7	21%	15%	-11	-2%	-13%	-4
O=C(NCc1ccco1)C1CCCCC1	-18%	1%	-16	6%	-4%	0	-9%	0%	4
CC(=O)NS(=O)(=O)c1ccc(NC(=O)c2cccc3ccccc23)cc1	4%	2%	5	1%	13%	?	?	-9%	-2
O=C(Cn1c(=O)sc2ccccc21)NCCOc1ccccc1F	3%	4%	-12	0%	-5%	0	-10%	?	0
O=C1CCCc2c1[nH]c1c(Br)cccc21	-9%	11%	-9	-6%	-8%	?	-4%	-13%	0
C/C(=N\N=C1\NC(=O)C(CC(=O)O)S1)c1ccccn1 (stereo not drawn)	-7%	1%	4	-2%	-2%	0	?	-4%	15
COc1ccccc1CNC(=O)COC(=O)c1cnccn1	-3%	-2%	-22	6%	5%	10	-10%[9.22 µM]	0%	6
CC1CCCCN1C(=O)Cn1cnc2cc([N+](=O)[O-])ccc2c1=O (stereo not drawn)	8%	5%	66	8%	8%	2	?	-25%	2
C=CCn1c(-c2cccc(OC)c2OC)n[nH]c1=S	?	-1%	44	8%	6%	0	1%	?	7
O=C(CSc1nnc(-c2ccncc2)o1)c1cccc([N+](=O)[O-])c1	1%	6%	-51*	-7%	?	-23	-4%	-5%	-10
O=C(COC(=O)CNC(=O)c1ccccc1F)Nc1ccc2c(c1)OCCO2	4%	4%	16	24%	19%	2	-5%	28%	-5
COc1ccc(S(=O)(=O)NCC2CCCN(C(=O)CCSC)C2)cc1 (stereo not drawn)	1%	7%	3	-7%	3%	2	-3%	1%	-1
CC1=NN(c2cccc(C(=O)O)c2)C(=O)/C1=C\C=C\c1ccco1	1%	-2%	-96*	4%	0%	-4	?	-10%	1
N#CCCN(C(=O)COC(=O)c1cc2ccccc2oc1=O)c1ccccc1	8%	-2%	-1	-10%	-1%	7	-1%	-1%	-6
COc1ccc2[nH]cc(S(=O)(=O)c3ccc(F)cc3)c(=O)c2c1	0%	-1%	8	-1%	-7%	0	-5%	8%	1
CC1=C(C(=O)OC(C)C)C(c2ccc(Br)s2)NC(=O)N1 (stereo not drawn)	8%	6%	?	?	-23%	6	-15%	-12%	-1
COC(=O)[C@@]12C[C@@H](CC(=O)N3CCN(C(=O)C4CC4)CC3)C(=O)N(Cc3ccccc3)C1=CCC(C)(C)C2	15%	/	-5	19%	0%	1	/	?	-4
CCC(=O)Nc1c(-c2ccccc2Cl)c(=O)c2ccccc2n1CC	-6%	3%	7	13%	4%	2	-13%	-13%	1
CCCC[C@@H]1CNC(=S)N1CCC12CC3CC(CC(C3)C1)C2	0%	8%	5	-8%	-9%	?	4%	?	-1
C=C(C)c1nc(Oc2ccccc2)nc(Oc2ccccc2)n1	?	-14%	-100*	?	?	?	?	-10%	-10
CC(C)C[C@@H](CN1CCCC1CN1C(=S)NC[C@@H]1Cc1ccc(O)cc1)N1C[C@H](Cc2ccc(O)cc2)N(CC2CCCCCC2)C1=S (stereo partly drawn)	?	-1%	-83*	23µM*	?	?	4%	?	-26
Cc1cc(C)n2nc(C(=O)OCC(=O)N(Cc3ccccc3)C(C)C)nc2n1	6%	-1%	28	1%	3%	15	-36%[inhibitor]	4%	-1
O=C(O)CCN1C(=O)CC2(CCCCC2)C1=O	0%	5%	13	12%	4%[9.24 µM]	0	0%	3%	-6
Cc1ccc(OCCCC(=O)Nc2nc3ccccc3[nH]2)cc1	?	4%	19	0%	-9%	-1	2%	?	7

Screening results deposited in PubChem BioAssay by National Center for Advancing Translational Sciences (NCATS).
